# Assay outcomes (PubChem)
# Cav32 inh = blocks human Cav3.2 T-type calcium channel. actives 4% (n = 100,000). O95180. Cav3.2-expressing cells, Fluo-4 calcium fluorescence FDSS; stronger effect = lower value. B-score at 10 µM;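 active = single-dose well whose peak fluorescence ratio is a statistical outlier from its plate by either plate-standardised score or position-corrected B-score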
# Target sequence (O95180 whole entry, looked up): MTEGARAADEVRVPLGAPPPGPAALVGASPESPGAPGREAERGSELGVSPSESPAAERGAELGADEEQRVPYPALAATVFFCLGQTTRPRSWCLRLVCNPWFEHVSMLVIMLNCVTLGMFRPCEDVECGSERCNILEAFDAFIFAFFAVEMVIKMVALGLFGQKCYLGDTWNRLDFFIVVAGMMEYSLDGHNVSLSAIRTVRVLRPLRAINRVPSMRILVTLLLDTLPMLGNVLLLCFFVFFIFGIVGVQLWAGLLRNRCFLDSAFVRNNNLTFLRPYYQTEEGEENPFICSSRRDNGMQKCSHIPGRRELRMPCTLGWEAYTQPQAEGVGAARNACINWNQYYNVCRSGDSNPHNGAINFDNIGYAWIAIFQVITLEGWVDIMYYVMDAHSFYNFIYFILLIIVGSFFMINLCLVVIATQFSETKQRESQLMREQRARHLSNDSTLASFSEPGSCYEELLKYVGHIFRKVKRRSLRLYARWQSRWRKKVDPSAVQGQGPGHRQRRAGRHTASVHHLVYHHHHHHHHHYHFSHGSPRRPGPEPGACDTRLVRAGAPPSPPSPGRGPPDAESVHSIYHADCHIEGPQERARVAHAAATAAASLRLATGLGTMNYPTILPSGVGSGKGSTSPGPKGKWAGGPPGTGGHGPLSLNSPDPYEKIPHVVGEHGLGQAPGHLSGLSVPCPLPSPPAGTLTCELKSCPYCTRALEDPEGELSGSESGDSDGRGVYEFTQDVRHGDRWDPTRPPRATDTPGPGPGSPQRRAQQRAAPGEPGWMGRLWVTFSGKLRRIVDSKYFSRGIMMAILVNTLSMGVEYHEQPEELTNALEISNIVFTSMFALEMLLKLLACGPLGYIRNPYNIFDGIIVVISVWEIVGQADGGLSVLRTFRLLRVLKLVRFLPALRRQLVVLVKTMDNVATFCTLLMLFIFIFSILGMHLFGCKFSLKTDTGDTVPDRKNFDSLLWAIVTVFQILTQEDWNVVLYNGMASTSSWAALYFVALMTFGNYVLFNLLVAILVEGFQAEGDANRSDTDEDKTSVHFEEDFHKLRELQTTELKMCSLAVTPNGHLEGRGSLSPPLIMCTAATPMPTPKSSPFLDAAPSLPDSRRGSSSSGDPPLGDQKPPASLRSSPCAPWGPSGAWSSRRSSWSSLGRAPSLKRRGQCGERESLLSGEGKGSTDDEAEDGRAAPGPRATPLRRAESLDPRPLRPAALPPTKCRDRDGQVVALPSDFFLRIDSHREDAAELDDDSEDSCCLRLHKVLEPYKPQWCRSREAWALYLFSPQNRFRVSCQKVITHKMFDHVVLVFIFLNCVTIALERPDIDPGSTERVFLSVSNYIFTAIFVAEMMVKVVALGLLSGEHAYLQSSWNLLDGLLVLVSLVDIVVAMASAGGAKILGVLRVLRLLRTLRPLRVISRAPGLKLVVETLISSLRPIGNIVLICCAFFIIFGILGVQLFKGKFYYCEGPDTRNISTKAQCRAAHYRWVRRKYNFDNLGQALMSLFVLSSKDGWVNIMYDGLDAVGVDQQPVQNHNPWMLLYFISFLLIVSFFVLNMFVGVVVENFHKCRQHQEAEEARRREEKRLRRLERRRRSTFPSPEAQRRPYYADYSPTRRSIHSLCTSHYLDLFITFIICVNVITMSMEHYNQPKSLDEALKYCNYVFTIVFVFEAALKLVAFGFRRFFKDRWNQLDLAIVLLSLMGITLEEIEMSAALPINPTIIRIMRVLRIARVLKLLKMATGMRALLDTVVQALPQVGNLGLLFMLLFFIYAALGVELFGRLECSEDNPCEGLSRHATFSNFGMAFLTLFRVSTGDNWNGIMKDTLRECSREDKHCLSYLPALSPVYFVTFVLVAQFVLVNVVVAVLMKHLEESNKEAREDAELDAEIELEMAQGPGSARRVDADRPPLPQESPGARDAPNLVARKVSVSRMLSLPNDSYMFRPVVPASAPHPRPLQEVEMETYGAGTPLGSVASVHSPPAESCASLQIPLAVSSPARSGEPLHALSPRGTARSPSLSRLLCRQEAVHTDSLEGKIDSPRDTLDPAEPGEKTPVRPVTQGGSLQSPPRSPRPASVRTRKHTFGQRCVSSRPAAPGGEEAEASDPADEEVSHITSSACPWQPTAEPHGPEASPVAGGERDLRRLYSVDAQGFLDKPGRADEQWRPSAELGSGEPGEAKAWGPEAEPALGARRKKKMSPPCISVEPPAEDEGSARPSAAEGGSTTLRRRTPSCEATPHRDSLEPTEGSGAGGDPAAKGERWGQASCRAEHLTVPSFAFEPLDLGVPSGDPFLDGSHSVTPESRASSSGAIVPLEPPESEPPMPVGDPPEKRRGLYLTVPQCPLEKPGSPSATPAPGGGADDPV
# An asterisk follows results filed as active.
SMILES,Cav32 inh
COc1ccc(CCNC(=O)Cn2cnc3c(cnn3C(C)(C)C)c2=O)cc1OC,0.63
CSc1nnnn1-c1ccc(C(=O)OCC(=O)N2CCOCC2)cc1,-0.0094
O=C(/C=C/c1ccco1)Nc1ccc(Oc2ccccc2)cc1,-0.62
COc1ccc(C=NC(CO)C(O)c2ccc([N+](=O)[O-])cc2)cc1 (configuration not stated),0.063
CCc1noc2c1/C(=N\O)CC(c1ccccc1)C2 (configuration not stated),0.78
Cc1ccc(C2C(C#N)=C(N)Oc3c2oc(CO)cc3=O)o1 (configuration not stated),1
C=CCn1c(N)c(S(=O)(=O)c2cccs2)c2nc3ccccc3nc21,-0.19
COc1cccc(-n2nnnc2SCC(=O)NCCc2ccccc2)c1,-1.9
CCc1c(C#N)c(SCCC(=O)Nc2cccc(OC)c2)nc2c1C(=O)CC(C)(C)C2,-2.7
Cc1cccc(NC(=S)N/N=C/c2ccc([N+](=O)[O-])s2)c1,0.58
COc1ccc(-c2cn(-c3ccc(C)cc3)c(=O)n2CC(=O)Nc2cccc(F)c2)cc1,-5*
CC(C)Oc1ccc(NC(=O)c2ccncc2)cc1,0.38
Cc1ccc(NC(=S)NNC(=O)C2CC2c2ccc(C)cc2)cc1 (configuration not stated),-6.7*
CCCCNC(=O)c1ccc(NS(=O)(=O)c2ccccc2)cc1,-0.52
CN(C)c1ccc(-c2nc3ccccc3n2C)cc1,0.11
Cc1ccc(S(=O)(=O)/N=c2\sccn2C)cc1,-1.5
Cc1ccc(NC(=O)CSc2nccn2Cc2ccccc2)cc1C,-8*
COc1cc(/C=N/Nc2snc(SC)c2C#N)cc(OC)c1OC,0.42
Cc1cccc(N2CCN(C3=NC(=O)C(=C4CCCCC4)S3)CC2)c1,0.14
O=C(NCc1ccccn1)Nc1ccc(F)cc1,0.76
Cc1noc(C)c1C(=O)Nc1sc2c(c1C(N)=O)CCCCC2,0.45
CCOC(=O)Cn1nc(-c2ccccc2)nc1-c1ccccc1,-1.2
O=C(c1cccs1)N1CCOCC1,-0.59
COc1ccc(NC(=O)Nc2cccc(OC)c2)cc1,-0.11
COc1ccccc1C1=Nc2cccc3cccc(c23)N1,2.6
# Later entries:
SMILES,Cav32 inh
Cc1cc(OCn2ccc(C(=O)O)n2)ccc1Cl,0.25
O=C(Nc1ccc(N2CCOCC2)cc1)c1ccncc1,-0.042
Cc1sc2ncnc(SCC(=O)NCC(C)C)c2c1C,1.1
COC(=O)c1ccc(NC(=O)COC(=O)CSc2nc(C)cc(C)n2)cc1,0.48
O=C(COc1ccc2ccccc2c1)Nc1ccc(Cc2ccncc2)cc1,-1.7
COC(=O)c1ccccc1NC(=O)CN1C(=O)c2ccccc2S1(=O)=O,-1.8
CC(C)(C)c1ccccc1OCCCCCNCCO,-0.078
CC(C)N=C(NC#N)SCc1ccc(F)cc1,0.75
CCCOC1CCCN(C(=O)c2cc(Cl)c(Cl)cc2C(=O)O)C1 (configuration not stated),0.4
CCOc1ccc(N=c2scc(-c3ccccc3)n2CCO)cc1,0.63
CCOc1ccc(N2CC(C(=O)Nc3ccccc3OC)CC2=O)cc1 (configuration not stated),-5.1*
COc1cccc(CNC(=O)CN(c2cc(C)cc(C)c2)S(=O)(=O)c2c(C)noc2C)c1,-1.9
CCCOc1ccc(CC(=O)NCC2(c3ccccc3)CCOCC2)cc1OC,0.88
Cc1cccc2sc(NC(=O)C3c4ccccc4Oc4ccccc43)nc12,-3.3*
CCC(C)(C)NC(=O)C(c1cccn1C)N(Cc1ccc(C)cc1)C(=O)Cn1nnc2ccccc21 (configuration not stated),-0.052
COc1ccc(C2CC(c3c(Cl)cccc3Cl)n3nc(N)nc3N2)cc1 (configuration not stated),0.36
N#Cc1c(NC(=O)CSc2ncc(-c3ccccc3)n2CC2CCCO2)sc2c1CCCC2 (configuration not stated),-2.8
COc1ccc(NC(=O)Cn2c(-c3ccc(OC)cc3)cn(-c3ccc(C)cc3)c2=O)cc1,-4.3*
CCn1cnc2scc(-c3ccccc3)c2c1=O,-0.055
CCNCCC(=O)N1c2ccccc2Sc2ccc(NC(=O)OCC)cc21,-0.63
COc1ccc(CNC(=O)C2CCN(C(=O)N3CCOc4ccc(C)cc43)CC2)cc1,0.079
CC(C)OC(=O)CCNc1n[nH]c(=O)[nH]c1=O,-0.4
CCn1c(SCC(N)=O)nc2c(c1=O)C1(CCCC1)Cc1ccccc1-2,-0.27
CCOC(=O)N1CCC(NC(=O)c2ccc(CNS(=O)(=O)c3ccc(F)cc3)cc2)CC1,1.7
Cc1cc(C)c2cc(CN(Cc3nnnn3Cc3ccc(F)cc3)C3CCCC3)c(=O)[nH]c2c1,0.031

# 4 compounds picked at random from those above, as already listed:
SMILES,Cav32 inh
CC(C)N=C(NC#N)SCc1ccc(F)cc1,0.75
Cc1cc(C)c2cc(CN(Cc3nnnn3Cc3ccc(F)cc3)C3CCCC3)c(=O)[nH]c2c1,0.031
COC(=O)c1ccc(NC(=O)COC(=O)CSc2nc(C)cc(C)n2)cc1,0.48
CCOc1ccc(N2CC(C(=O)Nc3ccccc3OC)CC2=O)cc1 (configuration not stated),-5.1*

# Next part
SMILES,Cav32 inh
CCCCOC(=O)CNc1n[nH]c(=S)[nH]c1=O,0.95
CCCN(Cc1ccc(N(C)C)cc1)CC1CC1,0.025
CCOC(=O)C1CCN(C(=O)C2(NC(=O)Nc3ccccc3Cl)CCCCC2)CC1,-1.6
O=C(c1cnn2c1NC(c1ccc(Br)cc1)CC2C(F)(F)F)N1CCN(C23CC4CC(CC(C4)C2)C3)CC1 (configuration not stated),-0.012
CC(=O)c1[nH]c(C)c(C(C)=O)c1C,-0.049
CC(C)(C)c1cc(C(=O)O)nn1-c1ccccc1,0.18
Cc1ccc(-c2nnc(-c3cccc(NC(=O)c4cccs4)c3)o2)cc1,0.37
COc1cc(S(=O)(=O)NCc2cccnc2)c(OC)cc1Br,-0.22
Cc1ccc2ncccc2c1NS(=O)(=O)c1ccccc1,-0.01
Cc1n[nH]c(C)c1S(=O)(=O)N1CCCC(C(=O)Nc2ccc3c(c2)OCCO3)C1 (configuration not stated),0.49
COc1ccc(-c2cc(C3CCN(c4ncccc4[N+](=O)[O-])CC3)[nH]n2)cc1,-3.3
Cc1ccccc1C(=O)Nc1ccc2c(c1)OCO2,0.46
CC(C)(C)NC(=O)CCC1COc2ccccc2O1 (configuration not stated),1.1
COc1cc(/C=N/O)cc(Br)c1OCc1ccc(Cl)cc1,0.26
CC(=O)c1c(C)[nH]c(C(=O)CSc2nnc(-c3ccccc3)n2Cc2ccc3c(c2)OCO3)c1C,-0.34
CCN(CC)CC(=O)NCC1(c2ccccc2)CCOCC1,0.81
Cc1cccc(NC2=NC3(CCCCC3)N=C(N)N2)c1C,0.38
O=C(NC12CC3CC(CC(C3)C1)C2)C12CC3CC(C1)CC(n1cnc(Cl)n1)(C3)C2,0.25
Cc1nc2ccc(C(C(F)(F)F)(C(F)(F)F)C(F)(F)F)cc2[nH]1,0.088
O=C(c1cnn2c(C(F)(F)F)cc(-c3ccco3)nc12)N1CCCCCC1,1.1
CSc1ccccc1C(=O)NC1CCCC1,0.031
Cc1cccc(OCc2nnc(SCC(=O)c3cccs3)n2C)c1C,-0.83
CCOC(=O)/C=c1\s/c(=C\c2ccc3c(c2)OCCO3)c(=O)n1CC(=O)NCC1CCCO1 (configuration not stated),-0.46
CCOC(=O)N1CCN(Cc2nc3c(c(=O)n(C)c(=O)n3C)n2Cc2ccc(F)cc2)CC1,1.5
Cc1cc(Nc2cc(C)on2)n2ncnc2n1,0.86
# Going on with the list.
SMILES,Cav32 inh
COc1cc(OC)c2ccc(=O)oc2c1C(CCN1CCCC(C)C1)c1ccc2c(c1)OCO2 (configuration not stated),0.99
Cc1ccccc1N=C/C=C1/C=C(c2ccccc2)OC(C)(C)O1,-0.48
COc1cc(/C=C/C(=O)OC2CC3CCC2(C)C3(C)C)ccc1O (configuration not stated),-0.97
CCCCCCn1cnc2c(c1=O)c1nc3ccccc3nc1n2/N=C/c1ccco1,-2.4
O=C(CSc1nc2ccccc2c(=O)n1-c1cccc(C(F)(F)F)c1)NC1CC1,-1.5
CCC(=O)NC(Nc1sc2c(c1C(=O)OC)CCN(C)C2)(C(F)(F)F)C(F)(F)F,1.4
O=C(CN(C(=O)Cn1nnc(-c2cccs2)n1)c1cnc2ccccc2c1)NCC1CCCO1 (configuration not stated),0.042
O=C1CCC(=O)N1c1nc2nc(-c3ccccc3)cc(-c3ccccc3)n2n1,1.2
c1ccc(OCCSc2nnc3sc4ccccc4n23)cc1,-0.43
Cn1c(N2CCOCC2)nc2c1c(=O)n(Cc1ccc(Cl)c(Cl)c1)c(=O)n2C,-1.2
CC(=O)c1cccc(N(CC(=O)O)S(C)(=O)=O)c1,0.028
O=C(CSCc1ccc([N+](=O)[O-])cc1)NCCSCc1ccccc1,-6.4*
Cc1cccc(-c2nsc(SCC(=O)Nc3nccs3)n2)c1,-2.1
O=C(NC1CCCC1)C(c1cccs1)N(C(=O)c1ccno1)c1ccccc1 (configuration not stated),-0.92
CC1(C)CC(=O)C(C=NCCCO)=C(O)C1,0.24
COC(=O)Nc1ccc(S(=O)(=O)Nc2cccc3ccccc23)cc1,-0.4
Cc1ccc(N(C(C)C(=O)O)S(=O)(=O)c2cccnc2)cc1 (configuration not stated),0.4
N/C(=N\OC(=O)C(c1ccccc1)c1ccccc1)c1cccnc1,0.015
O=C(O)c1cnc(-c2ccccc2)nc1Sc1ccc(Cl)cc1Cl,-0.99
CN(C1=C(N2CCCCC2)C(=O)c2ccccc2C1=O)c1ccccc1,-2.5
COC(=O)C1=C(C)N(CCCC(=O)O)C(=O)NC1c1ccc(C#N)cc1 (configuration not stated),1
COc1ccc(N/N=C2/CCCCC2=O)cc1,-4
O=c1c2c3c(sc2nc2n1N=C(c1cccs1)CS2)CCCC3,-0.2
Cc1cc(C)c(C#N)c(SCc2cc3c(cc2Cl)OCO3)n1,-0.35
CCNC(=O)NC1(C(=O)Nc2ccc3c(c2)CCC3)CCCCC1,1.2
# Remaining list, next part.
SMILES,Cav32 inh
O=C(NCCCc1ccccc1)C1CCN(c2nnc(-n3cccc3)s2)CC1,-1.6
Cc1cc(C)cc(NC(=O)c2ccc(CNc3c(N4CCOCC4)c(=O)c3=O)cc2)c1,-0.45
Cc1ccc([N+](=O)[O-])cc1NC(=O)CCSc1ccc(Cl)cc1,-3.4
COCCn1c(-c2ccco2)csc1=Nc1cccnc1,-2.1
Cn1ccnc1SCC(=O)Nc1ccccc1,0.031
COCCN1Cc2cccc(C(=O)NC(C)c3cccs3)c2C1=O (configuration not stated),1
COc1ccc(-c2ccc3oc(-c4ccc(OC)cc4)c(-c4ccc(OC)cc4)c3c2)cc1,-0.16
Cc1ccc(S(=O)(=O)NCCc2ccc(S(N)(=O)=O)cc2)cc1,-0.19
CCCc1cc(=O)[nH]c(SCC(=O)N2CCN(c3ccccc3)CC2)n1,0.4
CC(C)CC(=O)Nc1ccc(Nc2ccccc2)cc1,-0.6
CCNc1nc(NC(C)C)nc(Nn2cnnc2)n1,0.098
O=C(Cn1cnc2ccccc2c1=O)NC1CCCc2ccccc21 (configuration not stated),0.6
CN(C)C(=O)N1CCCC(C(=O)NCc2ccc(F)cc2Cl)C1 (configuration not stated),-0.3
O=S(=O)(c1ccccc1)N1CCC(N2CCCCCC2)CC1,0.28
Cc1ccc(C(=O)Nc2nc3nc(-c4ccccc4)cc(=O)n3[nH]2)cc1,0.08
CC(C)c1cc(-c2cc(-c3ccc(Cl)cc3)on2)nc(NC2CCCC2)n1,-0.05
CC(C)N1CC2=C(OC(N)=C(C#N)C2c2cccnc2)/C(=C/c2cccnc2)C1 (configuration not stated),0.85
O=C(O)C1C2C=CC3(CN(C/C=C/c4ccccc4)C(=O)C13)O2 (configuration not stated),0.057
CCN(CC)c1ccc(C2NC(=O)NC(C)=C2C(=O)Nc2ccccc2)cc1 (configuration not stated),0.35
CCOc1cc(C(=S)N2CCCCC2)ccc1OS(=O)(=O)c1ccc(Br)cc1,-4.9*
Cn1c(=O)c2c(nc(Br)n2CC(=O)c2cccs2)n(C)c1=O,0.92
CC(C)(C)c1ccc(NC(=O)CC2(C(F)(F)F)OCCO2)cc1,0.38
C=CCn1c(=O)c2ccccc2n2c(SCc3c(C(=O)OCC)oc4ccccc34)nnc12,0.35
Cc1nc2sc(-c3ccccc3)cc2c(=O)n1-n1cccc1,0.52
CCOC(=O)c1ccccc1NC(=O)CN(c1ccccc1)S(=O)(=O)N(C)C,-3.3

# Some of the entries above, set out differently.
Cc1ccc(NC(=O)CSc2nccn2Cc2ccccc2)cc1C
  Cav32 inh: -8*

COc1cc(/C=N/Nc2snc(SC)c2C#N)cc(OC)c1OC
  Cav32 inh: 0.42

Cc1cccc(N2CCN(C3=NC(=O)C(=C4CCCCC4)S3)CC2)c1
  Cav32 inh: 0.14

O=C(NCc1ccccn1)Nc1ccc(F)cc1
  Cav32 inh: 0.76

# A few values from above.
# Cav32 inh with `Cc1ccccc1N=C/C=C1/C=C(c2ccccc2)OC(C)(C)O1` stands at -0.48
# Cav32 inh with `Cc1nc2sc(-c3ccccc3)cc2c(=O)n1-n1cccc1` stands at 0.52

# Sorted by count of non-hydrogen atoms (lowest first): some entries from above.
SMILES,Cav32 inh
COc1cc(/C=N/O)cc(Br)c1OCc1ccc(Cl)cc1,0.26
COc1cccc(-n2nnnc2SCC(=O)NCCc2ccccc2)c1,-1.9
CCCOc1ccc(CC(=O)NCC2(c3ccccc3)CCOCC2)cc1OC,0.88
Cc1cc(C)c2cc(CN(Cc3nnnn3Cc3ccc(F)cc3)C3CCCC3)c(=O)[nH]c2c1,0.031

# Later entries:
SMILES,Cav32 inh
COC(=O)c1cc(C(=O)c2cccc(Cl)c2Cl)cn1C,-1.3
CCc1nnc(NC(=O)CCC(=O)N2CCN(CCOc3ccc(C)cc3)CC2)s1,0.95
CC(=O)c1ccc(N2CCC(c3cc(-c4ccc(Cl)cc4Cl)n[nH]3)CC2)c([N+](=O)[O-])c1,-0.019
Cn1cnnc1SCC(=O)Nc1sccc1C#N,0.17
CC1=C(C(=O)OCc2ccccc2)C(c2ccccn2)c2c(n(C)c(=O)n(C)c2=O)N1 (configuration not stated),0.7
Cc1c(NC(=O)COc2ncnc3c(Cl)cc(Cl)cc23)c(=O)n(-c2ccccc2)n1C,0.35
CCCN1C(=O)C2(/C(=C(\O)c3ccc4c(c3)OCCO4)C(=O)C(=O)N2CCCOC)c2ccccc21 (configuration not stated),0.14
CCCCNC(=O)c1cc(-c2ccc(OC)cc2)on1,-0.31

# These rows are one share of the data (hit frequency here may not be typical).
